High-throughput results as filed in PubChem.
HP1b chromo inh = HTS for Inhibitors of HP1-beta Chromodomain Interactions with Methylated Histone Tails. Chromobox protein homolog 1 (Homo sapiens), P83916. AlphaScreen HP1-beta / biotin-H3K9me3 peptide binding. Potency, µM (series often up to 114 µM), for inactives: at the top dose activity change, negative = inhibition, hits mostly inhibitors. 390,000 compounds, 0.56% hits; note: potency is the fitted concentration of half-maximal effect; nearly all actives have a fitted effect of over 70% in size; inactives centre near 23
Target sequence (P83916 whole entry, looked up): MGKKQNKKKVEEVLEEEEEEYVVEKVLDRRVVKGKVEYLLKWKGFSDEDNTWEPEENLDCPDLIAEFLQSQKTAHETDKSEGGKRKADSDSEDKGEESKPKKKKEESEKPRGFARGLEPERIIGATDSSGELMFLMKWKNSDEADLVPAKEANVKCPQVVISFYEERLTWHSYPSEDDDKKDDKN
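HP1-beta protein (50 nM final) preincubated 30 min at room temperature with biotinylated H3(1-18)K9me3 peptide (50 nM) in PBS pH 7.4, 0.01% Tween-20, then compound added for 30 min. AlphaScreen streptavidin donor/nickel chelate acceptor beads (10 ug/mL final), 30 min dark, luminescence read.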
PI4K2A inh = qHTS for small molecular inhibitors of PI4K2A; purified PI4K2A, ADP-Glo luminescence, 1 h; active compounds read low; activity change, negative = inhibition, % at 76.9 µM; 420,000 compounds, 0.13% hits; AID 1346378, 2018; in the data active = activity change below about -50%; inconclusive = mostly about -30% to -49%;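 note: -100% = wells without enzyme as full effect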
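ADP-Glo luminescence measured ADP generated by PI4K2A enzyme (4 ug/mL before mixing) with 1.2 mM PI substrate (pre-mix) and 300 microM ATP (pre-mix). Tris pH7.5 buffer with MgCl2, Triton X-100; 1 h reaction at ambient temperature.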
JMJD2A Tudor inh = qHTS Assay for Inhibitors of JMJD2A-Tudor Domain | 390,000 compounds, 4.4% hits | Potency, µM (top dose mostly 114 µM), for the others: at the top dose activity change, negative = inhibition, actives largely listed as inhibitors | AID 504339, 2011 | AlphaScreen JMJD2A-Tudor / H3K4me3 peptide binding | Lysine-specific demethylase 4A (Homo sapiens), O75164; note: potency is the fitted concentration of half-maximal effect; % is set by controls: 0 for no effect and ±100 for the full control effect; nearly all actives have a fitted effect of over 50% in size
GLS inh = qHTS for Inhibitors of Glutaminase (GLS). Potency, µM (doses to about 45.5 µM), without a hit: at the top dose activity change, negative = inhibition, actives largely listed as inhibitors. 410,000 compounds, 0.21% hits. GLS enzymatic activity, qHTS titration; note: potency is the fitted concentration of half-maximal effect; % is set by controls: 0 for no effect and ±100 for the full control effect
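Two-point fluorescence kinetic (t0, 30 min RT) for hKGA; glutamate detected via glutamate oxidase–HRP–Amplex Red. Substrate: 1 mM L-glutamine solution; buffer 45 mM KH2PO4, pH 8.2.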
G9a block = qHTS Assay for Inhibitors of Histone Lysine Methyltransferase G9a | Histone-lysine N-methyltransferase EHMT2 (Homo sapiens), Q96KQ7 | G9a H3K9 monomethylation, AlphaScreen, 2 h | Potency, µM (series often up to 102 µM), for the others: at the highest dose activity, negative = inhibition, most hits filed as inhibitors | 350,000 compounds, 8.8% hits | AID 504332, 2011; note: potency is the fitted concentration of half-maximal effect; % is set by controls: 0 for no effect and ±100 for the full control effect; nearly all actives have a fitted effect of over 75% in size
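AlphaScreen detection with an anti-monomethyl H3K9 antibody quantified product after a 2 h room-temperature reaction containing 500 nM biotinylated H3K9 peptide, 20 µM SAM and 20 nM enzyme, which had been preincubated 15 min with compound.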
BAZ2B inh = qHTS Assay for Inhibitors of BAZ2B; AID 504333, 2011; 360,000 compounds, 4.4% hits; Potency, µM (doses to about 114 µM), for the others: top-dose activity change, negative = inhibition, usual class: inhibitors; Bromodomain adjacent to zinc finger domain protein 2B (Homo sapiens), Q9UIF8; AlphaScreen BAZ2B-H3K14Ac peptide displacement; note: potency is the fitted concentration of half-maximal effect; % is set by controls: 0 for no effect and ±100 for the full control effect; nearly all actives have a fitted effect of over 60% in size
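Compounds, titrated to a top concentration of 110 uM, were incubated 30 min at room temperature with preformed BAZ2B/acetyl-K14 H3 peptide complex (50 nM each). Proximity signal was measured by AlphaScreen after 20 min with beads.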
Tb PGK inh = qHTS Assay to Find Inhibitors of Phosphoglycerate Kinase; 380,000 compounds, 0.043% hits; AID 602233, 2012; PGK/GAPDH coupled, Kinase-Glo luminescence, 60 min; Potency, µM (series often up to 57.5 µM), without a hit: at the highest dose activity change, negative = inhibition, hits mostly inhibitors; note: potency is the fitted concentration of half-maximal effect; % is set by controls: 0 for no effect and ±100 for the full control effect; nearly all actives have a fitted effect of over 60% in size
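Luminescent ATP detection (Kinase-Glo Plus) follows a 60-minute room-temperature incubation, with wells lacking PGK as controls. Buffer: 100 mM TEA (pH 7.6), 5 mM MgCl2, 0.01% Tween-20. Coupling enzyme GAPDH (100 nM final) supplies unstable 1,3-BPG in-well.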
Pin1 inh = qHTS Assay to Find Inhibitors of Pin1; Peptidyl-prolyl cis-trans isomerase NIMA-interacting 1 (Homo sapiens), Q13526; Pin1 FP peptide displacement, HiFluor488, 10 min; Potency, µM (series often up to 115 µM), for the others: top-dose activity, negative = inhibition, actives largely listed as inhibitors; 390,000 compounds, 0.009% hits; AID 504891, 2011; active = well fitted inhibition curve with a large enough effect in the polarisation, with a control signal flat, not every such curve was filed as active; inconclusive = small, poorly fitted or top-dose-only effect, or effect the other way, or a change in a side signal; inactive = no such curve, though single readings can be large or run the other way; the % refers to the polarisation; note: potency is the fitted concentration of half-maximal effect; % is set by controls: 0 for no effect and ±100 for the full control effect
Target sequence (Q13526 whole entry, looked up): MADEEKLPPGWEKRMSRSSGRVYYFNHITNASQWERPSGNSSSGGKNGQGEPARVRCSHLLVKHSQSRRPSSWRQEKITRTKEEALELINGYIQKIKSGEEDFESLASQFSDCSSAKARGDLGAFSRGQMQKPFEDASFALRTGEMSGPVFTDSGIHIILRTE
POLH inh = qHTS for Inhibitors of Polymerase Eta; AID 588591, 2011; 390,000 compounds, 1.2% hits; DNA polymerase eta (Homo sapiens), Q9Y253; recombinant Pol eta, fluorescent DNA replication assay; Potency, µM (top dose mostly 114 µM), for the others: at the highest dose activity change, negative = inhibition, hits mostly inhibitors; note: potency is the fitted concentration of half-maximal effect; % is set by controls: 0 for no effect and ±100 for the full control effect
Target sequence (Q9Y253 whole entry, looked up): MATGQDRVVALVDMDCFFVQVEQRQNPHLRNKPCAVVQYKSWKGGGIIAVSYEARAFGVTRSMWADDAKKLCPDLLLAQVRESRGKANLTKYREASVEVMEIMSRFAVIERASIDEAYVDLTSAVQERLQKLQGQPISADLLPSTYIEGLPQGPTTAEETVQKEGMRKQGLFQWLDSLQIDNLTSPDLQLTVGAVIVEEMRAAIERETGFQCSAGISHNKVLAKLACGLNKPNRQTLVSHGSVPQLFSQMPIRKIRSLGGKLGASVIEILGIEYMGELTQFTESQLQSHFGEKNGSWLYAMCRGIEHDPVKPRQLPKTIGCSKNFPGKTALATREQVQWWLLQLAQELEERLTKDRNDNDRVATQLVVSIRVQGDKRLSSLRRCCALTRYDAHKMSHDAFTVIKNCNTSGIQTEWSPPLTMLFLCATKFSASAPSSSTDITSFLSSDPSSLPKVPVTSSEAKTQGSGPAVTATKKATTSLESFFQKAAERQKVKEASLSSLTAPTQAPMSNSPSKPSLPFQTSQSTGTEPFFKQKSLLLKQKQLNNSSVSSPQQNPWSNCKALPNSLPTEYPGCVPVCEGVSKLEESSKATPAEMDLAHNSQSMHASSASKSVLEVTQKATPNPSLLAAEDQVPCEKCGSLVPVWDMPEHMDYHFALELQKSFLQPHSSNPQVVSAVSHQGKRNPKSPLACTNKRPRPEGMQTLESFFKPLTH
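Pol eta at 10 nM preincubated with compounds 15 min at room temperature; reaction started with fluorescent substrate (50 nM final) and read kinetically at 0 and 10 min.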
Active calls of the source: *; i = inactive; ? = inconclusive; · = no result given; & = joins results of further samples; [ ] = another dose, or the depositor's remark. Unless noted, calls come from the whole dose curve; as a rule, active = well fitted curve in the direction sought with a large enough effect; inconclusive = small, poorly fitted or top-dose-only effect, or another doubt; inactive = no such curve, though single readings can be large; an effect the other way counts as inactive or inconclusive. An excerpt, so the mix of outcomes need not match the whole.

| Structure | HP1b chromo inh | PI4K2A inh | JMJD2A Tudor inh | GLS inh | G9a block | BAZ2B inh | Tb PGK inh | Pin1 inh | POLH inh |
| --- | --- | --- | --- | --- | --- | --- | --- | --- | --- |
| NC(=O)CCn1c(=O)oc2ccccc21 | 37% | -6 | -16% | -4% | 28%[59 µM] | -7% | -5% | 0% | -9% |
| CCN(C(=O)CSc1nnc(Nc2ccccc2)s1)C1CCS(=O)(=O)C1 (stereo not given) | 45%[activator] | -4 | -5% | -8% | -26% | -1% | 7% | 0% | -21% |
| Cn1c(/C(C#N)=C/c2ccccc2Br)nc2ccccc21 | 40%[activator] | 7 | -17% | -17% | 0.4µM* | 10% | · | 8% | · |
| CC(=O)NCC1CCCN(Cc2cn(-c3ccccc3)nc2-c2ccc3c(c2)OCO3)C1 (stereo not given) | 17% | -1 | -18% | 0% | · | -12% | -10% | 1% | ? |
| O=C(/C=C/c1cccs1)NC(=S)NNC(=O)c1ccccc1O | 6% | 3 | 79µM* | -4% | 10µM* | ? | 2% | · | -3% |
| NS(=O)(=O)c1ccc(CCNC(=S)NC2CCCC2)cc1 | ? | 3 | -9% | 3% | -2% | -28% | 5% | -3% | -6% |
| Clc1ccc(CSc2nnc3c(n2)[nH]c2ccccc23)cc1 | 26% | 0 | -29% | 1% | ? | -17% | -10% | 2% | ? |
| CCCN(CCC)C(=O)CC(c1ccccc1)c1cc(C)ccc1O (stereo not given) | 16% | 8 | -13% | -3% | -41% | -12% | -7% | -1% | -22% |
| CC(C)C(=O)Nc1cccc(-c2cn3ccsc3n2)c1 | 3% | -9 | -10% | 16% | 18%[59 µM] | 1% | 2% | 6% | -11% |
| CN(C)CCCNC(=O)CCC1CCCCC1 | 41%[activator] | 1 | -2% | -8% | 19%[12.7 µM] | 0% | -8% | -1% | -7% |
| Cc1ccc(CNC(=O)Cn2c(=O)oc3ccccc32)o1 | 18% | 2 | -9% | -8% | · | -8% | 8% | 3% | 0% |
| COc1ccc([N+](=O)[O-])cc1COc1cc(C)cc2oc(=O)cc(-c3ccccc3)c12 | 2% | 1 | -34% | 2% | -40% | -7% | -5% | 1% | -3% |
| COc1cc(C(=O)OCC(=O)NC2CCCCCC2)ccc1OCC(C)C | 33% | -3 | -8% | -8% | -6% | -4% | i | 6% | -14% |
| COc1ccc(S(=O)(=O)N2CCOC23CCN(S(=O)(=O)c2c(C)cc(C)cc2C)CC3)cc1 | -16% | -2 | -20% | -2% | -25% | 5% | -1% | 1% | -8% |
| CC(C(=O)N1CCN(c2ccccc2F)CC1)c1ccc([N+](=O)[O-])cc1 (stereo not given) | 3% | 3 | -25% | 5% | 13%[0.501 µM] | -11% | -8% | 0% | -1% |
| Nc1ncnc(N2CCc3ccccc32)c1[N+](=O)[O-] | 32% | -2 | -12% | -14% | 1% | -8% | 0% | 5% | -22% |
| CCN(CC)S(=O)(=O)c1ccc2oc(C(=O)NCc3ccccc3OC)c(C)c2c1 | 38% | 1 | -3% | -1% | -28%[59 µM] | 1% | -7% | 29% | -22% |
| CC1(C)CC(=O)/C(=N/Nc2ccc(Cl)cc2)CO1 | 14% | -2 | ? | 0% | -29% | ? | -6% | -4% | -3% |
| O=C(NCc1ccccc1Cl)c1ccccc1Oc1ccccc1 | · | 8 | 83%[activator] | -2% | 50%[59 µM] | 55%[activator] | 7% | 4% | -18% |
| Cc1ccc(NC(=O)CSc2nc(=O)n(Cc3ccncc3)c3c2CCC3)c(C)c1 | 19% | -1 | -8% | -5% | 14%[0.501 µM] | -3% | i | -1% | -11% |
| COc1ccccc1N1CCN(C(=O)c2cc(-c3ccc(F)cc3)[nH]c2C)CC1 | ? | 9 | 56µM* | 13% | 50µM* | ? | 0% | -3% | -28% |
| O=C(COC(=O)Cc1c(Cl)cccc1Cl)NCc1ccccc1 | · | 5 | · | 1% | · | · | -6% | · | -14% |
| O=C(COc1ccc2ccccc2c1)N[C@@H](C(=O)O)c1ccc(O)cc1 | 50%[activator] | 2 | -4% | 9% | -29%[2.33 µM] | -7% | -6% | 1% | -10% |
| CN(C)S(=O)(=O)c1ccc2c(c1)C(CC(=O)O)OC2=O (stereo not given) | 34% | -4 | -28%[57.1 µM] | 3% | 5%[59 µM] | -6% | -3% | -1% | 5% |

Quoted at random: 5 compounds from above, in no set order.
| Structure | HP1b chromo inh | PI4K2A inh | JMJD2A Tudor inh | GLS inh | G9a block | BAZ2B inh | Tb PGK inh | Pin1 inh | POLH inh |
| --- | --- | --- | --- | --- | --- | --- | --- | --- | --- |
| CN(C)S(=O)(=O)c1ccc2c(c1)C(CC(=O)O)OC2=O (stereo not given) | 34% | -4 | -28%[57.1 µM] | 3% | 5%[59 µM] | -6% | -3% | -1% | 5% |
| O=C(/C=C/c1cccs1)NC(=S)NNC(=O)c1ccccc1O | 6% | 3 | 79µM* | -4% | 10µM* | ? | 2% | · | -3% |
| NS(=O)(=O)c1ccc(CCNC(=S)NC2CCCC2)cc1 | ? | 3 | -9% | 3% | -2% | -28% | 5% | -3% | -6% |
| Cc1ccc(NC(=O)CSc2nc(=O)n(Cc3ccncc3)c3c2CCC3)c(C)c1 | 19% | -1 | -8% | -5% | 14%[0.501 µM] | -3% | i | -1% | -11% |
| O=C(NCc1ccccc1Cl)c1ccccc1Oc1ccccc1 | · | 8 | 83%[activator] | -2% | 50%[59 µM] | 55%[activator] | 7% | 4% | -18% |

The list continues.
| Structure | HP1b chromo inh | PI4K2A inh | JMJD2A Tudor inh | GLS inh | G9a block | BAZ2B inh | Tb PGK inh | Pin1 inh | POLH inh |
| --- | --- | --- | --- | --- | --- | --- | --- | --- | --- |
| CCn1c2ccccc2c2c3ncc4cccn4c3ccc21 | 160%[activator] | 1 | 63%[activator] | 3% | 9% | 53%[activator] | i | ? | -11% |
| CCOc1ccccc1N1CCN(C(=O)c2cc(S(=O)(=O)N3CCCCC3)ccc2C)CC1 | 21% | -1 | -13% | 0% | -6%[2.33 µM] | -6% | -2% | 14% | -11% |
| Cc1ccc(S(=O)(=O)Cc2cc(-c3ccc(Cl)cc3)no2)cc1 | ? | -4 | 1% | 10% | ? | ? | 7% | 3% | -4% |
| c1ccc(Oc2cc(-c3ccccc3)nc(-c3ccccc3)n2)cc1 | 99%[activator] | -1 | 56%[activator] | 6% | 135%[activator][59 µM] | 55%[activator] | -1% | 5% | -1% |
| COC(CNC(=O)[C@H](Cc1ccccc1)N1Cc2ccccc2C1=O)OC | 36% | 0 | -9% | -10% | 7% | -3% | 0% | -1% | -13% |
| CCc1nn(CC(=O)NCCCc2ccccc2)c(=O)c2cc3c(OC)cccc3n12 | 27%&-10% | -1&-4 | 16% | -7%&3% | 1% | -5% | -6%&-8% | 0%&0% | ? |
| O=C(NC1CCN(Cc2ccccc2)CC1)c1cccc(Br)c1 | 13% | 0 | -17% | -3% | -6% | 10% | 0% | 16% | -20% |
| CCS(=O)(=O)c1ncc(N(Cc2ccco2)Cc2ccccc2F)c(C(=O)Nc2cccc(Cl)c2)n1 | 52%[activator] | -1 | -14% | -2% | -4%[59 µM] | -23% | -2% | 30% | -17% |
| COc1ccc(C(=O)N(CC(=O)NC(C)(C)C)c2ccc3c(c2)OCCO3)cc1OC | 29% | -2 | -15% | 8% | 0% | 13% | -3% | -4% | -16% |
| COc1cc(C(=O)NCC(=O)N/N=C/c2cccs2)cc(OC)c1OC | 44%[activator] | 11 | -3% | -12% | 34%[activator][59 µM] | -5% | -8% | 3% | -20% |
| COc1ccccc1C1(CC(=O)O)CCOC(C(C)C)C1 (stereo not given) | 30% | -4 | -16% | 4% | 16%[59 µM] | 8% | 0% | 0% | -13% |
| CCOC(=O)CCc1c(C)nc2c(-c3ccccc3)c(C)[nH]n2c1=O | 25% | 2 | -5% | -1% | ? | -17% | 4% | ? | -3% |
| COc1ccc(S(=O)(=O)N(C)C)cc1NCC(=O)Nc1ccc(F)cc1F | 4% | -1 | ? | -6% | 11%[59 µM] | -16% | i | 2% | -17% |
| O=C(Oc1ccc[nH]c1=O)c1cc([N+](=O)[O-])cc([N+](=O)[O-])c1 | 7% | 5 | -32% | 20% | ? | ? | 0% | ? | -4% |
| Cc1cccc(NC(=O)CO/N=C/c2ccc3c(c2)OCO3)c1 | 51%[activator] | -1 | -7% | 11% | 5%[59 µM] | 3% | 13% | 0% | -20% |
| COc1cc(OC)cc(-c2nc3nc(C)c(CCC(=O)Nc4ccc(C)c(C)c4)c(C)n3n2)c1 | 30% | -6 | -4% | 3% | 9%[59 µM] | -3% | -6% | -3% | -18% |
| O=C(Nc1ccc(N2CCOCC2)cc1N1CCOCC1)c1ccco1 | ? | -1 | 56µM* | 26% | ? | 2% | -2% | -5% | 10% |
| CCn1c(NC(=O)C2CCCCC2)nc2ccccc21 | 29% | 0 | -22% | 13% | 4%[59 µM] | 5% | -1% | 0% | -16% |
